AID2073: inhibitors of Mint1-CaV2.2 protein interaction, biochemical, HTRF (AID 2073); Voltage-dependent N-type calcium channel subunit alpha-1B (Homo sapiens); HTRF protein-protein interaction, Mint1-CaV2.2; higher % means a stronger effect; inhibition, % at 20 µM, or IC50 in µM where a hit was titrated; actives 0.19% (n = 290,000); in the data active means inhibition mostly above about 51%, no sharp cut-off; further: some results filed as inactive read as strong as hits
Dynein transport: inhibitors of GR-EGFP nuclear translocation, primary screen, dynein cargo transport inhibitor project, imaging, high-content, 3617.4 mouse cells; test concentration mostly 20 µM; stimulated with dexamethasone, 1 µM; stronger effect = lower value; z-score, hits read low; actives 0.47% (n = 220,000); AID 1381, 2008;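 active means plate z-score of nuclear minus cytoplasmic receptor signal below a set negative limit, without overly bright fluorescence or cell loss, cut at about -3.5 in these data, passing the limit was not always enough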;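 further: z-score of nuclear minus cytoplasmic ring GR-EGFP intensity difference per well; some compounds called inactive have numbers as strong as hits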
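Buffer or medium – tet-free medium with charcoal-stripped serum · Signal – automated 10x imaging of fixed Hoechst-stained cells · Also added – dexamethasone agonist, 1.0 µM final, for 30 min · Incubation – induction 48 h, compound 1 h, agonist 30 min · Read-out – GR-EGFP nuclear translocation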
LYP phosphatase: inhibitors of LYP phosphatase, biochemical, fluorescence intensity, uHTS (AID 1779). actives 0.054% (n = 290,000). Tyrosine-protein phosphatase non-receptor type 22 (Homo sapiens). recombinant LYP phosphatase, fluorescence intensity; higher % means a stronger effect. inhibition, % at 11.5 µM, or IC50 in µM where a hit was titrated;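 further: plate controls were vehicle with enzyme for no effect and no enzyme for full effect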
human PMI inhibition: inhibitors of human PMI, primary screen, biochemical, fluorescence intensity, coupled assay (AID 1209); Mannose-6-phosphate isomerase (Homo sapiens); purified PMI enzyme, coupled fluorescence intensity; higher % means a stronger effect; inhibition, % at 20 µM, or IC50 in µM where a hit was titrated; actives 0.42% (n = 190,000);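 further: plate controls were DMSO vehicle for no effect and wells lacking substrate for full effect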
human PMI inhibitors: human PMI inhibitors, high substrate, primary screen, biochemical, fluorescence intensity, high mannose 6-phosphate (AID 1220) | Mannose-6-phosphate isomerase (Homo sapiens) | recombinant PMI enzyme, coupled fluorescence intensity; higher % means a stronger effect | actives 0.66% (n = 190,000) | one-dose inhibition, % at 20 µM; IC50 in µM for titrated hits
SIAH1 antagonists: Siah-1 peptide-binding antagonists, primary screen, biochemical, fluorescence polarization, rhodamine-plectin, uHTS (AID 1817) | one-dose displacement, % at 20 µM; IC50 in µM for titrated hits | actives 0.02% (n = 290,000) | Siah-1 / rhodamine-plectin peptide fluorescence polarization; higher % means a stronger effect | E3 ubiquitin-protein ligase SIAH1 (Homo sapiens);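 active means displacement of at least 50% at 20 µM, with a fluorescence ratio check between 0.3 and a set limit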;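 further: plate controls were Siah plus tracer with DMSO for no effect and tracer alone without Siah for full effect; strong numbers were not always called active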
XIAP antagonists: XIAP antagonists, biochemical, IAP family, fluorescence polarization (AID 1018). actives 0.007% (n = 200,000). displacement, % at 20 µM; hits with a dose series show IC50 in µM. XIAP BIR domain, fluorescence polarization peptide displacement; higher % means a stronger effect; in the data active means displacement above about 50%; further: a part of the inactive calls stands beside numbers as strong as those of hits
P. falciparum M1AAP: P. falciparum M1AAP inhibitors, biochemical, fluorogenic H-Leu-NHMec substrate, 1536-well (AID 1445); recombinant M1AAP, H-Leu-NHMec fluorogenic kinetic assay; higher % means a stronger effect; inhibition, % at 30 µM; hits with a dose series show IC50 in µM; actives 0.42% (n = 220,000);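 active means primary inhibition above the hit cutoff, then over 50% inhibition at one or more dose response concentrations, cut at about 23% in these data, passing the limit was not always enough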;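 further: plate controls were DMSO full reaction for no effect and no enzyme background for full effect; strong numbers were not always called active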
P. falciparum M17LAP: P. falciparum M17LAP inhibitors, primary screen, biochemical, fluorogenic H-Leu-NHMec substrate, 1536-well (AID 1619); Leucine aminopeptidase (Plasmodium falciparum (isolate 3D7)); recombinant M17LAP, H-Leu-NHMec fluorogenic kinetic assay; higher % means a stronger effect; inhibition, % at 30 µM; hits with a dose series show IC50 in µM; actives 0.38% (n = 220,000);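 active means compound inhibiting the enzyme by more than half at any dose during confirmatory dose-response retesting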;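 further: plate controls were full reaction with DMSO carrier for no effect and no enzyme background for full effect; strong numbers were not always called active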
Dynein transport cytoplasmic EGFP: further read-out of Dynein transport, marked with its call; z-score; measured here: cytoplasmic GR-EGFP intensity; stronger effect = higher value
Dynein transport nuclear GR-EGFP: second read-out of Dynein transport, no call of its own (marks repeat the call); z-score; measured here: nuclear GR-EGFP intensity;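 lower value marks the stronger effect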
Dynein transport cell count: recorded beside Dynein transport, whose call it bears; z-score; measured here: cell count per field
The depositor's hits bear a star; nt = not tested or not shown. Unless noted, no stated cut-off is given here; in the data, active means inhibition above about 50%; inactive means the rest.

Preview:
SMILES	AID2073	Dynein transport	Dynein transport cytoplasmic EGFP	Dynein transport nuclear GR-EGFP	Dynein transport cell count	LYP phosphatase	human PMI inhibition	human PMI inhibitors	SIAH1 antagonists	XIAP antagonists	P. falciparum M1AAP	P. falciparum M17LAP
COc1ccc(C2C(C(=O)O)CCC(=O)N2c2ccc(OC)cc2)cc1 (stereo unspecified)	6%	0.45	-0.31	0.2	-0.7	-6%	-3%	-6%	0%	-4.0%	1%	1%
COC(=O)c1nn(-c2ccccc2)c(Cl)c1/C=N/OCc1ccc(Cl)cc1Cl	21%	0.55	-0.25	0.54	1	-4%	7%	4%	-5%	-7.4%	6%	-9%

The listing, from the start:
SMILES	AID2073	Dynein transport	Dynein transport cytoplasmic EGFP	Dynein transport nuclear GR-EGFP	Dynein transport cell count	LYP phosphatase	human PMI inhibition	human PMI inhibitors	SIAH1 antagonists	XIAP antagonists	P. falciparum M1AAP	P. falciparum M17LAP
COc1ccc(C2C(C(=O)O)CCC(=O)N2c2ccc(OC)cc2)cc1 (stereo unspecified)	6%	0.45	-0.31	0.2	-0.7	-6%	-3%	-6%	0%	-4.0%	1%	1%
COC(=O)c1nn(-c2ccccc2)c(Cl)c1/C=N/OCc1ccc(Cl)cc1Cl	21%	0.55	-0.25	0.54	1	-4%	7%	4%	-5%	-7.4%	6%	-9%
CC1Cc2ccccc2N1C(=O)Cn1c(=O)cc(O)c2ccccc21 (stereo unspecified)	2%	-0.66	-0.1	-0.95	-0.74	-5%	13%	12%	-3%	-4.4%	-2%	13%
COc1ccccc1OCCOCCn1cnc2ccccc2c1=O	-9%	-0.7	-0.25	-0.08	0.53	3%	1%	-3%	-4%	-2.4%	-4%	5%
CCCOc1c(OC)cc(Cl)cc1C1NC(=O)NC(C)=C1C(=O)NCc1ccccc1 (stereo unspecified)	-5%	-1.3	-0.36	-0.45	1.6	-4%	-2%	1%	-4%	-1.5%	4%	17%
Nc1ccc(NC(=S)Nc2ccccc2)cc1	-5%	1.7	0.25	1.3	-1.9	2%	nt	nt	2%	nt	4%	-2%
CC(/C=N/NC(=O)CSc1nnc(SCc2ccccc2)s1)=C\c1ccco1	27%	-0.074	-0.00042	-0.2	-0.75	6%	22%	55%*	22%	-3.6%	0%	0%
COc1ccc2c(=O)c(C(=O)NCCc3ccc(OC)c(OC)c3)c[nH]c2c1	-8%	0.58	-0.19	0.39	0.12	0%	3%	9%	1%	0.3%	4%	0%
O=[N+]([O-])c1ccc(S(=O)(=O)NCCc2ccncc2)cc1	4%	-1	-0.37	-0.72	0.83	-2%	-12%	7%	2%	-2.9%	0%	0%
Cc1cc(C(=O)NCc2ccc(F)cc2)n(-c2ccccc2)n1	0%	0.29	0.2	0.21	0.47	-5%	nt	nt	3%	nt	4%	-4%
Cc1cc(C(=O)N/N=C/c2ccc(N(C)C)cc2)c2ccccc2n1	-2%	0.022	0.19	0.21	0.72	4%	-12%	-10%	-9%	-7.9%	6%	6%
O=C(NCCNS(=O)(=O)c1ccccc1)c1cc(OCC(F)(F)F)ccc1OCC(F)(F)F	22%	0.41	-0.21	-0.065	0.29	-4%	-18%	-13%	2%	-2.7%	6%	1%
CCS(=O)(=O)N1CCN(c2ccnc3cc(Cl)ccc23)CC1	-3%	0.63	-0.29	0.089	0.29	-5%	nt	nt	-4%	nt	13%	3%
COc1cccc(OC)c1C(=O)Nc1cccnc1	-5%	0.38	-0.33	0.46	-0.049	-2%	-9%	-8%	-3%	-4.1%	3%	-2%
COc1ccc(NC(=O)CCN2C(=O)c3ccccc3S2(=O)=O)cc1	2%	-0.0079	-0.25	0.24	0.51	3%	4%	3%	0%	-3.9%	0%	16%
COc1cc(-c2nnc(SCc3cc(=O)oc4cc(O)c(O)cc34)o2)cc(OC)c1OC	36%	-0.7	-0.26	-0.39	0.19	-3%	60%*	nt	5%	-0.7%	22%	37%
CC(C)Cc1ccc(/C(=N/O)C(=O)O)s1	3%	-0.096	-0.14	-0.23	0.6	-11%	-8%	-10%	-3%	-4.8%	-1%	6%
CCCCC#Cc1ccc(C(=O)NNC(=O)Nc2cc(Cl)cc(Cl)c2)o1	10%	-0.86	-0.18	-0.51	-0.1	-1%	nt	nt	4%	nt	2%	2%
Cc1ccc(-c2cc(C(=O)Nc3ccc4c(c3)OCCO4)c3ccccc3n2)cc1	13%	0.85	-0.14	0.2	-1.2	3%	12%	0%	0%	-0.5%	2%	4%
COc1ccc(/C=C/C(=O)NC2=NCCS2)cc1OC	47%	-0.29	-0.052	-0.13	0.28	-1%	-3%	-3%	3%	-2.5%	13%	-1%
CCC1C(C#N)=C(N)OC2=C1C(=O)CC(C)(C)C2 (stereo unspecified)	11%	-1.2	-0.22	-0.82	0.65	-3%	-3%	1%	5%	-7.1%	-3%	0%
CCOC(=O)CSc1nc(C)c(C(=O)OCC)s1	-20%	0.51	-0.097	0.21	-0.066	1%	3%	-2%	-1%	-1.4%	10%	0%
CN1CCN(Cc2nc3ccccc3c(=O)n2CC#N)CC1	-4%	-0.21	-0.29	0.1	-0.11	-1%	-1%	1%	6%	-0.6%	2%	0%
Cc1ccc(C(=O)Nc2ccc(C)c(S(=O)(=O)Nc3ccccc3Cl)c2)s1	22%	1.3	-0.2	0.74	-0.86	8%	16%	14%	13%	-20%	3%	5%
CCCn1c(SCC(=O)Nc2ccccc2-c2ccccc2)nnc1-c1ccoc1C	-8%	-0.22	-0.2	0.19	0.46	2%	-15%	-3%	1%	-4.5%	5%	10%
COc1ccccc1Nc1nc(N)nc(CN2CCN(c3ccccc3)CC2)n1	-4%	0.02	-0.14	0.35	-0.78	-2%	-2%	-8%	-2%	-1.3%	1%	-2%
CC12CC(c3ccccc3O1)N(C(=O)c1ccc(Br)o1)C(=O)N2c1ccccc1 (stereo unspecified)	-4%	0.99	-0.00099	1.2	-0.31	-6%	10%	3%	4%	-3.8%	-4%	1%
Cc1ccccc1C([O-])=Nc1ccc[n+](-c2nc3ccccc3nc2NS(=O)(=O)c2ccccc2)c1	-7%	0.16	-0.22	0.047	-0.11	5%	nt	nt	-2%	nt	7%	3%
CN(C(=S)NC(=O)c1ccccc1)c1c(N)n(Cc2ccccc2)c(=O)[nH]c1=O	-26%	0.35	-0.77	-0.14	-0.77	-7%	nt	nt	14%	nt	0%	0%
Cc1c(N2C(=O)CSC2=S)c(=O)n(-c2ccccc2)n1C	-12%	-0.29	-0.3	-0.031	0.56	-3%	-2%	-1%	3%	-4.7%	2%	6%

Next part
SMILES	AID2073	Dynein transport	Dynein transport cytoplasmic EGFP	Dynein transport nuclear GR-EGFP	Dynein transport cell count	LYP phosphatase	human PMI inhibition	human PMI inhibitors	SIAH1 antagonists	XIAP antagonists	P. falciparum M1AAP	P. falciparum M17LAP
O=C(CN1c2ccccc2Sc2ccccc21)N/N=C/c1ccc(Cl)cc1Cl	14%	-0.76	-0.25	-0.072	0.27	2%	nt	nt	1%	nt	1%	-9%
COc1ccc(N2CCN(c3ncccn3)CC2)cc1	-6%	0.39	-0.25	0.64	-0.43	-7%	10%	8%	1%	3.4%	1%	5%
CC(C)(C)OC(=O)N1CC(O)CC1C(=O)OCC(=O)c1ccc(-c2ccccc2)cc1 (stereo unspecified)	-5%	-0.53	-0.21	-0.1	0.27	-1%	32%	3%	2%	-7.9%	18%	-3%
Cc1ccc(C)c(NC(=O)CSc2nnc(-c3ccccc3)n2N)c1	-6%	2	-0.2	1.7	-2.9	-2%	2%	5%	0%	-7.3%	10%	-4%
COCc1c(Br)c(C)nc(OCC(=O)N/N=C/c2ccco2)c1C#N	9%	0.12	-0.11	0.043	0.09	-1%	-40%	-26%	-6%	-3.6%	1%	4%
C=CCn1c(-c2cccn(Cc3ccccc3)c2=O)n[nH]c1=S	-6%	-0.54	-0.054	-0.58	0.29	0%	9%	8%	1%	-1.5%	9%	5%
COc1ccc(NC(=O)c2cccnc2N2CCOCC2)cc1	19%	0.24	-0.26	0.13	-0.42	-6%	2%	2%	12%	-3.2%	2%	0%
O=C(NCC1CCCO1)c1cc2n(n1)C(C(F)(F)F)CC(c1ccc(Br)cc1)N2 (stereo unspecified)	-2%	-0.95	-0.2	-0.57	2.3	0%	8%	9%	1%	-2.5%	-3%	-6%
Cc1cc2ncn(-c3ncnc4scc(-c5ccccc5)c34)c2cc1C	14%	-0.07	-0.17	-0.23	-0.11	0%	1%	0%	0%	-5.8%	3%	-7%
Cc1ccc(C)c(Cn2c(=O)n(CCC(=O)NCc3ccco3)c(=O)c3sccc32)c1	-9%	-0.66	-0.071	-0.24	-0.2	3%	13%	12%	0%	-15%	10%	-12%
COc1ccc(Cn2c(=O)sc3ccccc32)cc1OC	-11%	-0.23	-0.093	0.1	-0.28	0%	1%	-2%	5%	-2.0%	5%	8%
O=C(NNC(=S)NCc1ccco1)c1cccs1	-9%	-1.1	-0.16	-0.46	0.89	-5%	8%	9%	-4%	1.0%	5%	14%
COc1ccc(CNCc2cn(-c3cccc(F)c3)nc2-c2ccc(C)o2)cc1	1%	1.6	-0.057	0.61	-1.1	-9%	8%	8%	-2%	-4.0%	1%	-1%
Cc1sc(NC(=O)CSc2nnc(C(C)C)n2C)c(C#N)c1C	-7%	-0.87	-0.2	-1.1	0.75	-4%	6%	12%	2%	-4.6%	4%	-5%
Cc1cccc(-c2nsc(SCC(=O)N3CCCC3)n2)c1	-28%	-0.89	-0.12	-0.089	1.4	1%	5%	-2%	11%	-16%	-1%	10%
CC1(C)Cc2ccccc2-c2nnc(C(F)(F)F)n21	0%	0.88	-0.27	0.17	-0.62	-9%	3%	-6%	-1%	-10%	0%	0%
c1coc(-c2ccnc3nc(-n4cccc4)nn23)c1	47%	-1.1	-0.34	-0.48	1.2	10%	-10%	-7%	3%	-2.9%	12%	11%
COc1cccc(OC)c1OCCCCN1CCC(Cc2ccccc2)CC1	-1%	1.1	-0.28	1.5	-1.7	-1%	-12%	-14%	-2%	-2.7%	2%	6%
Cn1nc(N)c2c(-c3ccccc3)c(C#N)c(N)nc21	10%	-0.055	-0.042	0.057	0.15	0%	-8%	-3%	8%	-14%	11%	-12%
O=C(N1CCN(c2ccccc2)CC1)C1(c2cccs2)CCOCC1	17%	0.6	-0.13	0.58	-0.84	-5%	4%	-1%	8%	-6.4%	5%	-3%

Compound activity as filed in PubChem BioAssay.
